AmpC inh det – inhibitors of E. coli AmpC beta-lactamase with detergent | purified AmpC, nitrocefin hydrolysis with detergent | Potency, µM (titrated, usually from 28.7 µM), inactives show top-dose activity change, negative = inhibition | 71,000 tested, 0.09% active | AID 584; active means well fitted curve in the direction sought with a large enough effect
Target sequence (P00811 whole entry, looked up): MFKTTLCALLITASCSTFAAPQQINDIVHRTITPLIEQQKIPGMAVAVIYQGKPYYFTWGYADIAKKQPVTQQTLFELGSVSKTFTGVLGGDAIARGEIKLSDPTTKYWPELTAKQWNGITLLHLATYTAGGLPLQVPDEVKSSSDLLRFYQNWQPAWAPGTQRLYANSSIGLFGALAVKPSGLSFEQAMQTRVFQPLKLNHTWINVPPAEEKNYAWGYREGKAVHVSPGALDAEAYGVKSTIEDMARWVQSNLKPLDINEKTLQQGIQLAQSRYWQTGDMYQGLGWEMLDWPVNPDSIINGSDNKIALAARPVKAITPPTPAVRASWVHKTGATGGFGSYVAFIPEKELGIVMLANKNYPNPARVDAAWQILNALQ
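E. coli AmpC (5.3 nM) in 20 mM phosphate pH 7.0 with 0.01% Triton X-100, preincubated 15 min RT with compound; nitrocefin (2 uL of 800 uM stock) hydrolysis followed by 480 nm absorbance every 20 s over 4 min.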
* hit, by the source's call; & = joins results of further samples; [ ] = another dose, or the depositor's remark. On the % scale 0 is the no-effect control and ±100 the full control effect; potency means the concentration at half of the fitted maximal effect.

> CC(NC(=O)C1CCN(c2nnc(-n3cccc3)s2)CC1)C12CC3CC(CC(C3)C1)C2 (stereo unspecified)
  AmpC inh det: 9%
> Cc1cc(C)nc(-n2nc(C)c(C3(O)C(=O)Nc4ccc(F)cc43)c2N)n1 (stereo unspecified)
  AmpC inh det: -3%
> Cc1nc(CC(=O)Nc2nc(C(C)(C)C)cs2)cs1
  AmpC inh det: -2%
> O=C(Nc1ccccc1Oc1ccccc1)C1CC1
  AmpC inh det: -1%
> CCCC(=O)Nc1ccc(-c2nc3cc(C)ccc3o2)cc1
  AmpC inh det: 0%
> CN(C)C(=O)c1ccc(-c2nccc(NCc3cccs3)n2)cc1
  AmpC inh det: 6%
> O=C(CSc1nnc(-c2cnccn2)n1Cc1ccco1)Nc1ccc(Br)cc1
  AmpC inh det: -4%
> Cc1cccc(N2CCN(C(=O)C3CCN(S(=O)(=O)c4cccc5cccnc45)CC3)CC2C)c1 (stereo unspecified)
  AmpC inh det: 4%
> CCOC(=O)CC(/C(C)=N\O)c1ccccc1 (stereo unspecified)
  AmpC inh det: 0%
> Cc1ccccc1NCc1ccccc1O
  AmpC inh det: -4%
> Cc1cc(C(=O)NCCCN2CCCC2=O)no1
  AmpC inh det: -2%
> CCC1CCCCN1Cc1nc2c(c(=O)n(C)c(=O)n2C)n1CCC(C)C (stereo unspecified)
  AmpC inh det: 6%
> O=C(Nc1cccc(NC(=O)c2ccc(Br)o2)n1)c1ccc(Br)o1
  AmpC inh det: -6%
> O=C(Nc1ccc(Oc2ccccc2)cc1)c1ccco1
  AmpC inh det: -8%
> CC(=O)Nc1ccc(NC(=O)N2CCCCC2)cc1
  AmpC inh det: 14%
> CC(=O)OCCNC(=O)c1cccnc1
  AmpC inh det: 2%
> CC(=O)C1=C(O)C(=O)N(c2cc(C(C)(C)C)on2)C1c1ccc(Br)cc1 (stereo unspecified)
  AmpC inh det: -1%
> O=C(O)CNCP(=O)(O)O
  AmpC inh det: -5%[5.75 µM]
> O=C1CCC(=O)N1OCCCOc1ccc(Br)cc1Cl
  AmpC inh det: -5%
> CCCCOC(=O)c1ccc(NC(=O)C2CCCO2)cc1 (stereo unspecified)
  AmpC inh det: 22%
> CC(=O)N1c2ccccc2C(=O)OC1c1cccnc1 (stereo unspecified)
  AmpC inh det: 12%
> CCc1ccccc1NC(=O)N[C@@H](C)C(=O)OC
  AmpC inh det: 1%
> Cc1c(C(=O)NCCCN2CCOCC2)sc2ncnc(N3CCN(c4ccccc4)CC3)c12
  AmpC inh det: 2%
> Cc1sc2nc(SCC(=O)NCc3ccco3)n(-c3ccccc3)c(=O)c2c1C
  AmpC inh det: 1%
> CCN(CC)CCCN(Cc1cc2cc3c(cc2[nH]c1=O)OCCO3)C(=O)Nc1ccccc1
  AmpC inh det: -1%

Laid out differently: results already given.
| molecule | AmpC inh det |
| --- | --- |
| CCC1CCCCN1Cc1nc2c(c(=O)n(C)c(=O)n2C)n1CCC(C)C (stereo unspecified) | 6% |
| O=C(Nc1cccc(NC(=O)c2ccc(Br)o2)n1)c1ccc(Br)o1 | -6% |
| O=C(Nc1ccc(Oc2ccccc2)cc1)c1ccco1 | -8% |
| CC(=O)Nc1ccc(NC(=O)N2CCCCC2)cc1 | 14% |

Later entries
> CCNc1ncc2nc(-c3cc(F)cc(F)c3)c(=O)n(CCc3ccccc3)c2n1
  AmpC inh det: -4%
> O=C1c2oc3ccc(F)cc3c(=O)c2C(c2ccncc2)N1CCN1CCOCC1 (stereo unspecified)
  AmpC inh det: 13%
> O=C(Cn1cccc1)Nc1ccc(OC(F)(F)F)cc1
  AmpC inh det: -3%
> O=C1CC(c2cccs2)Cc2nc(NCC3CCCO3)ncc21 (stereo unspecified)
  AmpC inh det: 0%
> CN(C)c1ccc(-c2cc(N(C)Cc3ccco3)ncn2)cc1
  AmpC inh det: 8%
> CC(=O)c1c(O)n(C2CCCCCC2)c(=O)[nH]c1=O
  AmpC inh det: -8%
> CC(=O)N(C1=NCCCS1)c1ccccc1F
  AmpC inh det: -3%
> O=C(Cn1c(=O)n(Cc2ccco2)c(=O)c2ccccc21)NCC1CCCO1 (stereo unspecified)
  AmpC inh det: 13%
> Cn1c(=O)cc(SCC(=O)N2CCC3(CC2)OCCO3)c2ccc(Cl)cc21
  AmpC inh det: 0%
> Cc1nc2nc(-c3ccco3)[nH]n2c(=O)c1Cc1ccccc1
  AmpC inh det: -4%
> Cn1c(=O)c2c(nc(NCCNC(=O)c3ccco3)n2Cc2ccc(Cl)cc2Cl)n(C)c1=O
  AmpC inh det: 18%
> O=C(O)c1ccccc1Cl
  AmpC inh det: 7%
> CCCCc1nnc(SCCSc2nnc(CCCC)n2N)n1N
  AmpC inh det: -5%
> CCc1cc2c(SCC(=O)O)ncnc2s1
  AmpC inh det: -2%
> CCOC(=O)C1=C(C)N=c2s/c(=C\C(=O)OC)c(=O)n2C1c1ccc(OC)cc1 (stereo unspecified)
  AmpC inh det: 4%
> Cc1cccc(-n2c(CNC(=O)c3ccccc3)nnc2SCC(=O)Nc2nccs2)c1
  AmpC inh det: 12%
> CN(C)CCOC(=O)COc1ccc(Cl)cc1
  AmpC inh det: -2%[12.8 µM]
> CCc1cc(=O)oc2cc(C)cc(OC(C)C(=O)O)c12 (stereo unspecified)
  AmpC inh det: 14%
> CC(=O)Nc1ccc(S(=O)(=O)N2CCCN(S(=O)(=O)c3ccc(C)cc3)CC2)cc1
  AmpC inh det: 0%
> COCCNC(=O)c1c(NC(=O)c2ccco2)n(Cc2ccccc2)c2nc3ccccc3nc12
  AmpC inh det: -1%
> COc1ccc2[nH]c(=O)c(CN(C(=O)c3cccnc3)c3ccccc3OC)cc2c1
  AmpC inh det: 8%
> COC(=O)c1ccccc1NC(=O)C1CC(=O)N(c2ccc(F)cc2)C1 (stereo unspecified)
  AmpC inh det: 7%
> Cc1ccc(C(=O)O)cc1S(=O)(=O)N1CCC(C(=O)O)CC1
  AmpC inh det: -5%
> O=S(=O)(CCSc1nc2ccccc2o1)c1nc2ccccc2s1
  AmpC inh det: -8%
> O=C1C(=O)N(CCCN2CCOCC2)C(c2cccs2)/C1=C(/O)c1ccc2c(c1)OCO2 (stereo unspecified)
  AmpC inh det: -1%

Random excerpt: three records from the list
> Cc1cc(C)nc(-n2nc(C)c(C3(O)C(=O)Nc4ccc(F)cc43)c2N)n1 (stereo unspecified)
  AmpC inh det: -3%
> O=C(Nc1cccc(NC(=O)c2ccc(Br)o2)n1)c1ccc(Br)o1
  AmpC inh det: -6%
> O=C(Cn1c(=O)n(Cc2ccco2)c(=O)c2ccccc21)NCC1CCCO1 (stereo unspecified)
  AmpC inh det: 13%

Next section:
> Cc1ccc2c(c1)N(C(=O)CSc1nncn1C)C(C)(C)c1ssc(=S)c1-2
  AmpC inh det: 0%
> Cc1c(C#N)c2ccccc2n1CC(=O)NCC1CCCO1 (stereo unspecified)
  AmpC inh det: -3%
> COC(=O)Cn1c(CN2CCOCC2)nc2c1c(=O)n(C)c(=O)n2C
  AmpC inh det: 27%
> CCN1CCN(C2CCN(C(C)=O)CC2)CC1
  AmpC inh det: -3%
> O=C(NCC12CC3CC(C1)CC(CNC(=O)N1CCCC1)(C3)C2)N1CCCC1
  AmpC inh det: -5%
> COc1ccc(Cl)cc1N1CC(c2nc3ccccc3[nH]2)CC1=O (stereo unspecified)
  AmpC inh det: 12%
> O=S(=O)(c1ccc(OCC(O)CN2CCC(Cc3ccccc3)CC2)cc1)N1CCOCC1 (stereo unspecified)
  AmpC inh det: 0%
> COc1ccc(Br)cc1C1CC(=O)N2CN(Cc3ccccc3)CSC2=C1C#N (stereo unspecified)
  AmpC inh det: 9%
> CC(C)OCCCNC(=O)c1ccncc1
  AmpC inh det: -3%
> COC(=O)c1[nH]c2ccc(C)cc2c1NC(=O)C(C)N1CCN(C2CCCCC2)CC1 (stereo unspecified)
  AmpC inh det: 10%
> O=c1c2ccccc2nc(-c2ccccc2)n1-n1cccc1
  AmpC inh det: 10%
> C1CCC2OC2C1 (stereo unspecified)
  AmpC inh det: 13%
> CCN(CC)c1ccc2cc(C(=O)Nc3ccc(-n4cnnn4)c(OC)c3)c(=O)oc2c1
  AmpC inh det: 15%
> O=C(c1ccco1)N1CCN(c2ncnc3c(-c4ccccc4)nsc23)CC1
  AmpC inh det: -2%
> O=C(CN1C(=O)c2ccccc2C1=O)N1CCN(c2nnc(-c3ccccc3)c3ccccc23)CC1
  AmpC inh det: -2%
> CCC(C)Cn1c(S(=O)(=O)O)nc2ccccc21 (stereo unspecified)
  AmpC inh det: 0%
> CCOC(=O)c1ccc(N2C(=O)c3n[nH]c(C)c3C2c2ccc(OC)cc2OC)cc1 (stereo unspecified)
  AmpC inh det: -3%
> COC(=O)C1=CNC=C(C(=O)OC)C1c1ccc(Cl)cc1
  AmpC inh det: -3%
> O=C(NCCCN1CCN(Cc2ccccc2)CC1)c1nnc(Cc2c(F)cccc2Cl)o1
  AmpC inh det: -1%
> COc1cc(C(=O)NCCC(=O)NCCCN2CCCCC2C)cc(OC)c1OC (stereo unspecified)
  AmpC inh det: -4%
> CC(=O)Nc1ccc(S(=O)(=O)N2CCCN(S(=O)(=O)c3ccc(NC(C)=O)cc3)CC2)cc1
  AmpC inh det: -6%
> COc1ccc(-n2nc(C(F)(F)F)cc2-c2ccc(Cl)cc2)cc1
  AmpC inh det: 1%
> O=C(c1ccccc1)c1cncc(Br)c1
  AmpC inh det: 0%
> COc1nc(N(C#N)CC(N)=O)nc(N2CCCC2)n1
  AmpC inh det: -2%
> Cc1cc(C)c2c(CC(=O)NCc3ccco3)coc2c1
  AmpC inh det: -1%

Look-ups from the entries so far.
`Cc1c(C#N)c2ccccc2n1CC(=O)NCC1CCCO1` (stereo unspecified) in AmpC inh det = -3%
`COc1ccc(Br)cc1C1CC(=O)N2CN(Cc3ccccc3)CSC2=C1C#N` (stereo unspecified) in AmpC inh det = 9%
`COc1cc(C(=O)NCCC(=O)NCCCN2CCCCC2C)cc(OC)c1OC` (stereo unspecified) in AmpC inh det = -4%
`COC(=O)c1[nH]c2ccc(C)cc2c1NC(=O)C(C)N1CCN(C2CCCCC2)CC1` (stereo unspecified) in AmpC inh det = 10%
`COc1nc(N(C#N)CC(N)=O)nc(N2CCCC2)n1` in AmpC inh det = -2%
`O=C(CN1C(=O)c2ccccc2C1=O)N1CCN(c2nnc(-c3ccccc3)c3ccccc23)CC1` in AmpC inh det = -2%
`CCN1CCN(C2CCN(C(C)=O)CC2)CC1` in AmpC inh det = -3%

More structures follow.
> CCOC(=O)c1[nH]c(C)c(C(=O)Nc2ccc(C)c(C)c2)c1C
  AmpC inh det: 12%
> Cc1oc2cc(O)cc(O)c2c(=O)c1-c1ccc2c(c1)OCCCO2
  AmpC inh det: 12%
> CCCCCn1c(=O)c(C(=O)OCC)c(O)c2ccccc21
  AmpC inh det: 10%
> Cc1oc(-c2cccc(Cl)c2)nc1CN1CCC(C(=O)N2CCN(c3ccccn3)CC2)CC1
  AmpC inh det: 14%
> CCCCN(CCCNC(=O)C1CCCN(S(=O)(=O)CC)C1)Cc1ccccc1 (stereo unspecified)
  AmpC inh det: -3%
> COc1ccc(Cl)cc1N1CCN(CCNC(=O)Nc2ccccc2C)CC1
  AmpC inh det: -7%
> CC(C)(C)NC(=O)CSc1nnnn1C(C)(C)C
  AmpC inh det: -2%
> Cc1cccc(CNc2nc(-c3ccc(C(=O)N(C)C)cc3)nc3ccccc23)c1
  AmpC inh det: 0%
> O=C(Oc1ccc(-c2nnco2)cc1)N1CCOCC1
  AmpC inh det: -2%
> Cc1noc(C)c1C(=O)N1CCC2(CC1)CCN(c1cccc(-c3ccccc3)c1)CC2
  AmpC inh det: -2%
> Nc1nnc(SCc2coc(-c3ccc(Cl)cc3)n2)s1
  AmpC inh det: -5%
> CCOCCCn1cnc2c(c1=O)c1nc3ccccc3nc1n2-c1ccccc1
  AmpC inh det: -2%
> CC(=O)c1ccc(OCC(O)CN2CCCC(C)C2)cc1 (stereo unspecified)
  AmpC inh det: 14%
> Cc1cc(C)c2c(CN3CCN(CCO)CC3)cc(=O)oc2c1
  AmpC inh det: -9%
> CCOC(=O)c1cccc(NC(=O)CCc2c(C)nc3ncnn3c2C)c1
  AmpC inh det: -3%
> CCOC(=O)C(C)NC(=O)C(NC(=O)C1CCC(CC)CC1)C(C)C (stereo unspecified)
  AmpC inh det: -4%
> Cc1nc2c(nnn2Cc2ccccc2)c(=O)n1-c1ccccc1
  AmpC inh det: 9%
> CCOc1ccc(C(=O)NCc2cccs2)cc1
  AmpC inh det: -3%
> N/C(=N/O)c1nc(N2CCCC2)nc(N(c2ccccc2)c2ccccc2)n1
  AmpC inh det: -5%
> C=CCOc1ccccc1CN1CCSCC1
  AmpC inh det: -2%
> COc1ccc(CCNC(=O)C2CC(=O)N(c3ccc(F)cc3)C2)cc1OC (stereo unspecified)
  AmpC inh det: -4%
> O=C(Nn1c(-c2ccccc2)nc2ccccc2c1=O)C1CCC1
  AmpC inh det: -4%
> COc1ccc(NC(=O)NCc2cccn2C)c(OC)c1
  AmpC inh det: -1%
> CC1CN(S(=O)(=O)c2ccc(-c3nc4ccccc4s3)cc2)CC(C)O1 (stereo unspecified)
  AmpC inh det: -4%
> COc1ccc(-c2noc(-c3cc(C)cc(C)c3)n2)cc1OC
  AmpC inh det: 8%

> O=C(COC(=O)c1ccccn1)c1ccc(Br)cc1
  AmpC inh det: -1%
> CC(C)N1C(=O)CCC1C(=O)N1CCCc2ccccc21 (stereo unspecified)
  AmpC inh det: -2%
> CCOc1ccc(OCC(=O)c2c(O)c3ccccc3oc2=O)cc1
  AmpC inh det: 23%
> CN=C(NC#N)NCCSCc1nc[nH]c1C
  AmpC inh det: 11%&-1%&1%
> COCCn1c(-c2ccccc2)nc(=S)c2c1CC(C)(C)OC2
  AmpC inh det: -1%

Assay outcomes (PubChem BioAssay)

An excerpt (hit frequency here may not be typical).
